PLAP act: activates human placental alkaline phosphatase; P05187; purified PLAP enzyme, luminescent substrate read-out; stronger effect = higher value; activation fold at 20 µM; actives 1.2% (n = 96,000); AID 696; in the data active means activation fold above about 2
PLK1 kinase inh: PLK1 (human) kinase inhibition | actives 0.53% (n = 97,000) | recombinant PLK1 kinase, TR-FRET peptide phosphorylation | P53350 | AID 619 | inhibition, % at 10 µM;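 active means inhibition of 50% or more in the single-concentration screen; inactive means inhibition below 50%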;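 further: 0% = DMSO max control and 100% = H-89 dihydrochloride min control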
Target sequence (P53350 whole entry, looked up): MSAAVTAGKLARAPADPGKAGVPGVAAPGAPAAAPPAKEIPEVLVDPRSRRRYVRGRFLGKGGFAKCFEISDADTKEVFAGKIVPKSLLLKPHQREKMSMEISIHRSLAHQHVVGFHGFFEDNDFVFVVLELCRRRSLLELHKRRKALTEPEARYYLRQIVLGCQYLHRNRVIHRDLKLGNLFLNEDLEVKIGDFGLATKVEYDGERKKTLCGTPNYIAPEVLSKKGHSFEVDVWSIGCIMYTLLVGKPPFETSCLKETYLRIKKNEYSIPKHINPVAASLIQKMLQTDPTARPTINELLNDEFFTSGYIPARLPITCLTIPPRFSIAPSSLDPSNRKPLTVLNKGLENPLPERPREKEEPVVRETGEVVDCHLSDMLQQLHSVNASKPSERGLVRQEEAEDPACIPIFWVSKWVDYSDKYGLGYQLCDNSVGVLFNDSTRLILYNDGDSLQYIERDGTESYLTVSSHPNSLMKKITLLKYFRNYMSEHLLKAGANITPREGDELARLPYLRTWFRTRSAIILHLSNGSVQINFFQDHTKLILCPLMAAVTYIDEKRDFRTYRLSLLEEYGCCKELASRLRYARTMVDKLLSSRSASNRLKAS
S1P2 antag: S1P2 (human) receptor antagonism | O95136 | cell-based S1P2 antagonist assay, inhibition at 5 uM | inhibition, % at 5 µM | actives 0.21% (n = 97,000); in the data active means inhibition above about 45%;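 further: CRE beta-lactamase reporter cells expressing human S1P2 stimulated with S1P; 0% = agonist at EC80 alone and 100% = agonist plus reference antagonist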
FAK inh: inhibitors of human focal adhesion kinase; inhibition, %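 (tested at 7 µM)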; Q05397; biochemical FAK kinase activity assay; actives 0.84% (n = 97,000); in the data active means inhibition above about 19%;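 further: 0% = DMSO and 100% = reference compound high control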
EphB4 antag: blocks human EphB4 binding to ephrin-B2. EphB4 LBD / TNYL-RAW-Alexa532 peptide, fluorescence polarization. inhibition, % at 7 µM. actives 0.15% (n = 97,000). AID 720;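 active means inhibition above the screen-wide mean inhibition plus 3 SD, cut at about 15% in these data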;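 further: 0% = DMSO wells and 100% = excess unlabeled TNYL-RAW peptide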
Rev-RRE block: inhibitors of HIV-1 Rev-RRE RNA interaction; AID 704; Rev peptide-RRE RNA binding, FRET; actives 0.79% (n = 97,000); inhibition, % at 8 µM; P05866;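 active means inhibition above the screen-wide mean plus 3 SD, cut at about 35% in these data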;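 further: 0% = median DMSO wells and 100% = median Neomycin B control wells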
Target sequence (P05866 whole entry, looked up): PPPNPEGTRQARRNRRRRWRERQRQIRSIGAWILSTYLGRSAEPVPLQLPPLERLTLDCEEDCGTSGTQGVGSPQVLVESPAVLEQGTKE
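Test system: Cy5-tagged RRE RNA duplex with fluorescein-tagged Rev peptide | Read-out: % inhibition of FRET ratio versus controls | Probe or stimulus: Labelled Rev peptide | Incubation: 5 min RNA-compound premix plus 15 min binding step, 25 °C | Technique: FRET fluorescence readout | Benchmarks: DMSO low control, neomycin B high control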
MT1-MMP txn act: MT1-MMP promoter transcription activation; HT1080 MT1-MMP promoter luciferase reporter, luminescence, overnight; stronger effect = higher value; activation factor at 10 µM; actives 0.16% (n = 86,000);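 active means activation factor of at least 2 for MT1-MMP transcription at 10 µM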
S1P2 agonist: S1P2 (human) receptor agonism | AID 729 | actives 0.46% (n = 97,000) | S1P2-expressing cell line, agonist reporter read-out | O95136 | activation, % at 4.5 µM; in the data active means activation above about 16%;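 further: 0% = vehicle low control and 100% = maximal reference agonist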
PLK1 PBD inh: Plk1 (human) PBD binding inhibition | Plk1 PBD phosphopeptide binding, fluorescence polarization | AID 693 | actives 0.13% (n = 97,000) | P53350 | inhibition, %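 (tested at about 20 µM)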; in the data active means inhibition above about 34%, passing the limit was not always enough
* = called active by the depositor; i = inactive; . = no result given.

Keys – A = PLAP act; B = PLK1 kinase inh; C = S1P2 antag; D = FAK inh; E = EphB4 antag; F = Rev-RRE block; G = MT1-MMP txn act; H = S1P2 agonist; I = PLK1 PBD inh
Cc1cc(C(=O)Nc2cccnc2)cs1
  A: 0.7 | B: -8 | C: 5 | D: 1 | E: -10 | F: 3 | G: 0.9 | H: -2 | I: 3

CCCCC(=O)Nc1nc(C)c(C(C)=O)s1
  A: 1 | B: -3 | C: -1 | D: -3 | E: -6 | F: 2 | G: 1.1 | H: -2 | I: 1

CC1=C(C(=O)OCc2ccccc2)C(c2ccc(N(C)C)cc2)NC(=O)N1 (stereo unspecified)
  A: . | B: 8 | C: -5 | D: 2 | E: 7 | F: -4 | G: 1.3 | H: -2 | I: 15

CCOc1ccc(NC(=O)C2CCN(C(=O)NCc3ccccc3)CC2)cc1
  A: 0.8 | B: -10 | C: 22 | D: 1 | E: 6 | F: 3 | G: 1 | H: -3 | I: 12

Cc1nc(SCCC(C)C)c([N+](=O)[O-])[nH]1
  A: 0.9 | B: -2 | C: -13 | D: 1 | E: -6 | F: 6 | G: 1.1 | H: -1 | I: 13

CCCOc1ccc(-c2nc(C#N)c(NCCCn3ccnc3)o2)cc1
  A: 0.9 | B: -4 | C: 1 | D: 16 | E: 6 | F: 7 | G: 1.3 | H: -4 | I: -21

COc1cc(/C=N/NC(=O)c2cccnc2)ccc1OS(=O)(=O)c1ccc(F)cc1
  A: 1.6 | B: -7 | C: 13 | D: 6 | E: 4 | F: 12 | G: . | H: -2 | I: -15

COc1cccc2cc(C(=O)NCC3CCCO3)c(=O)oc12 (stereo unspecified)
  A: 0.8 | B: -13 | C: -19 | D: 0 | E: 0 | F: 2 | G: 1.4 | H: 0 | I: 9

Cn1c(-c2ccc(F)cc2)cnc1NCc1ccc(F)cc1
  A: 0.9 | B: -1 | C: 15 | D: -6 | E: 1 | F: -7 | G: 1.1 | H: -7 | I: 25

N#CCCCn1c(-c2ccccc2)noc1=O
  A: 0.8 | B: -6 | C: 14 | D: -4 | E: 2 | F: 1 | G: 1.1 | H: -11 | I: -12

CCOc1cc(CNC(C)C)c(Cl)cc1OCC(=O)NCCc1ccccc1
  A: 1.4 | B: -5 | C: 1 | D: 2 | E: 0 | F: 4 | G: . | H: -3 | I: 2

CCOC(=O)C(/C=C(\C#N)C(=O)OCC)=C(/N)N1CCN(c2ccc(OC)cc2)CC1
  A: 1 | B: -10 | C: -8 | D: 0 | E: 7 | F: 9 | G: . | H: -3 | I: -3

CCOC(=O)CSCC(NC(=O)OC(C)(C)C)C(=O)OCC (stereo unspecified)
  A: 1 | B: -3 | C: 22 | D: -4 | E: -4 | F: 0 | G: . | H: -1 | I: 10

Cc1ccccc1Nc1c([N+](=O)[O-])ccc2c1=NC1(CCCCC1)N=2
  A: 1 | B: -5 | C: -2 | D: 0 | E: 0 | F: 0 | G: . | H: -1 | I: -46

O=C(CC1N=C2c3ccccc3N=C(SCc3ccccc3Cl)N2C1=O)NCc1ccco1 (stereo unspecified)
  A: 1.3 | B: 6 | C: 13 | D: -2 | E: 1 | F: 5 | G: 1.1 | H: -5 | I: -12

CC(C)C1N=C2c3ccccc3N=C(SCc3cc(=O)n4cc(Cl)ccc4n3)N2C1=O (stereo unspecified)
  A: 1.3 | B: -4 | C: -34 | D: 0 | E: -6 | F: 13 | G: 1.1 | H: 25* | I: -27

CCOC(=O)c1cc2sc(C)cc2n1CC(=O)NCCc1ccccc1
  A: 0.9 | B: -14 | C: 0 | D: -2 | E: 9 | F: 5 | G: 1 | H: -1 | I: -11

COc1ccc(C2SCC(=O)N2CC23CC4CC(CC(C4)C2)C3)cc1 (stereo unspecified)
  A: 1.2 | B: -12 | C: -21 | D: 0 | E: -1 | F: -1 | G: 1.3 | H: -3 | I: 11

O=C1CCCC(O)=C1C1NCCc2ccccc21 (stereo unspecified)
  A: 0.9 | B: 3 | C: 7 | D: -1 | E: 5 | F: 10 | G: 1.2 | H: -3 | I: -25

CCN1C(=O)CC(N2CCC(Cc3ccccc3)CC2)C1=O (stereo unspecified)
  A: . | B: 2 | C: 12 | D: -1 | E: -5 | F: 7 | G: 1.2 | H: -2 | I: -2

O=C(CSc1nnnn1-c1ccccc1)c1cc2ccccc2oc1=O
  A: 1.1 | B: -7 | C: 10 | D: 0 | E: 7 | F: 4 | G: 1.3 | H: -6 | I: -13

N#Cc1ccc(CSc2nnc(-c3ccccn3)n2-c2ccccc2)cc1
  A: 1 | B: 7 | C: 15 | D: -4 | E: 13 | F: 11 | G: 1 | H: -2 | I: -6

Cc1cc(C)cc(NC(=O)CSCc2cnn(-c3ccccc3)c2-n2cccc2)c1
  A: 1.6 | B: -4 | C: -7 | D: -1 | E: 2 | F: 12 | G: 1.2 | H: -4 | I: -11

O=C(Nc1ccc(NC(=O)C2CC2)nc1)c1ccco1
  A: 1 | B: -12 | C: 18 | D: 0 | E: -5 | F: 6 | G: 1.5 | H: -5 | I: 17

O=[N+]([O-])c1ccc(/C=N/N/C(=N/c2ccccn2)c2ccccn2)cc1
  A: 1 | B: -7 | C: 5 | D: -8 | E: 4 | F: 1 | G: 1.1 | H: -5 | I: i

CCCCOc1ccccc1C(=O)NCCCC(=O)O
  A: 1 | B: -6 | C: -5 | D: 0 | E: 1 | F: 5 | G: 1 | H: -10 | I: 11

Cc1noc(/C=C/c2ccco2)c1S(=O)(=O)N1CCC(C(=O)NC(C)c2ccccc2)CC1 (stereo unspecified)
  A: 1.5 | B: -5 | C: -11 | D: -3 | E: 6 | F: 4 | G: . | H: -3 | I: -8

Cn1c(=O)c2c(ncn2CC(COCc2ccc(Cl)cc2)OCc2ccc(Cl)cc2)n(C)c1=O (stereo unspecified)
  A: 1.8 | B: -7 | C: -14 | D: -2 | E: -3 | F: 13 | G: . | H: -4 | I: 16

O=C(NC1CC1)c1c[nH]c2ccc(S(=O)(=O)Nc3cccc(C(F)(F)F)c3)cc2c1=O
  A: 1 | B: 0 | C: 5 | D: -1 | E: -10 | F: 10 | G: 1.1 | H: -7 | I: 1

COc1ccc2c(c1)CCc1c(C(=O)Nc3ccn(Cc4ccc(C)cc4)n3)noc1-2
  A: 1 | B: -4 | C: -7 | D: 26* | E: -12 | F: 4 | G: 0.9 | H: -4 | I: 7

O=[N+]([O-])c1ccc(N2CCCC2)cc1NCc1ccccc1
  A: 1.2 | B: 27 | C: -4 | D: 0 | E: -1 | F: 9 | G: . | H: -1 | I: 7

Clc1cc(Sc2ccc(Br)cc2)nnc1-c1ccccc1
  A: 1 | B: -8 | C: -8 | D: 9 | E: 6 | F: 8 | G: . | H: 5 | I: 1

CCOc1ccc(OCC)c(NC(=O)Nc2ccc3c(c2)N(C)C(=O)CS3)c1
  A: 1.8 | B: -5 | C: 13 | D: 0 | E: -7 | F: 6 | G: . | H: -4 | I: 26

O=C(CCCOc1ccc(Cl)cc1)NCC1CCCO1 (stereo unspecified)
  A: 1.2 | B: -13 | C: 12 | D: 6 | E: 12 | F: 8 | G: 1.1 | H: -3 | I: -20

Cc1cc(C)n(CCc2nc3c4ccccc4n(CC#N)c(=O)n3n2)n1
  A: 1.1 | B: -2 | C: -24 | D: -3 | E: 11 | F: 9 | G: 1 | H: 29* | I: 7

CC(=Nc1cccc(O)c1)c1sc2ccccc2c1O
  A: 0.8 | B: -8 | C: -6 | D: 3 | E: -3 | F: 48* | G: 1.8 | H: 1 | I: -121

O=C(O)c1cccc2c1C(=O)N(C1CCCCC1)C2
  A: 0.9 | B: -14 | C: 3 | D: 2 | E: -8 | F: 3 | G: 1.1 | H: -4 | I: 9

Cc1ccc(N(CC(=O)NCCSCc2ccco2)S(=O)(=O)c2ccc(C)cc2)cc1
  A: 1.3 | B: -11 | C: 4 | D: -1 | E: 2 | F: 1 | G: . | H: -2 | I: 17

Cc1ccc(-c2noc(CCC(=O)N3CCCc4ccccc43)n2)cc1
  A: 1.6 | B: -8 | C: -6 | D: -1 | E: 8 | F: 10 | G: 1.1 | H: 43* | I: 20

CCOC(=O)Cc1csc(NC(=O)CC(C)(C)C)n1
  A: 1 | B: -9 | C: -5 | D: 3 | E: -7 | F: -2 | G: 1.3 | H: -8 | I: 4

N#Cc1c(SCc2ccc(Cl)cc2)sc(C(=O)c2ccccc2)c1N
  A: 0.9 | B: -9 | C: 6 | D: 10 | E: 3 | F: 12 | G: 1.2 | H: 1 | I: -13

CC(C)(C)c1cc(C(F)(F)F)c(C#N)c(=O)[nH]1
  A: 0.9 | B: -4 | C: 6 | D: -5 | E: 7 | F: 10 | G: . | H: -2 | I: 5

CCC(C)Nc1nc(CN2CCOCC2)nc2sc3c(c12)CCC3 (stereo unspecified)
  A: 1.4 | B: -2 | C: 0 | D: 1 | E: -2 | F: 1 | G: . | H: 0 | I: 16

O=C(O)c1c[nH]c2ccc(S(=O)(=O)N3CCOCC3)cc12
  A: 1 | B: 3 | C: 4 | D: -3 | E: -4 | F: 3 | G: 1.1 | H: -9 | I: -15

COCC(=O)Nc1cc(OC)c(Cl)cc1OC
  A: 0.8 | B: -7 | C: -16 | D: -2 | E: -6 | F: 3 | G: 1 | H: -4 | I: -15

COc1cc2c(cc1NCc1ccccn1)oc1ccccc12
  A: . | B: -16 | C: 21 | D: 6 | E: 2 | F: 9 | G: 1.8 | H: -3 | I: -4

Cc1cc(SCCOc2ccccc2)nc(N)n1
  A: 1.1 | B: -6 | C: 8 | D: 5 | E: 8 | F: 4 | G: 1.3 | H: -1 | I: -1

COc1ccc(NC(=O)c2ccccc2NC(=O)c2ccco2)c(OC)c1
  A: 1.1 | B: 0 | C: 15 | D: 3 | E: 0 | F: -2 | G: 1.1 | H: -1 | I: 19

Cc1cccc(N=C2Sc3nc4c(C)c(C)ccc4cc3CN2CCN2CCOCC2)c1
  A: 1.4 | B: -2 | C: -6 | D: 0 | E: 3 | F: 5 | G: . | H: -5 | I: -23

CCOC(=O)c1c(C)oc2ccc(O)c(CN3CCCCC3)c12
  A: 1.4 | B: -5 | C: -1 | D: 2 | E: -5 | F: -5 | G: 1.1 | H: -9 | I: -10

O=C1c2ccccc2CCC12N=NCC2c1ccccc1 (stereo unspecified)
  A: 0.7 | B: -4 | C: 6 | D: 0 | E: -2 | F: 3 | G: 1.2 | H: -7 | I: 1

CN1CCN(c2ncnc3c2cnn3-c2ccc(Cl)cc2)CC1
  A: 1.5 | B: -6 | C: 19 | D: -1 | E: 2 | F: 10 | G: . | H: -5 | I: 23

Screening data (PubChem BioAssay)
